Screens deposited in PubChem BioAssay by several laboratories.
SRC2 inh: inhibits human steroid receptor coactivator 2; Q15596; HEK293 GAL4-SRC2 luciferase reporter, luminescence; AID 651957; 0.17% of 370,000 active; inhibition, % at 9 µM;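 active = inhibition above the mean inhibition of all tested compounds plus 3 SD, set per campaign, cut at about 52% in these data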;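 note: 0% = DMSO treated cells and 100% = cells given Gossypol at 36 µM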
TROY signal inh: blocks TROY-dependent signaling in reporter cells. Q293 LMP1-TROYcd NF-kB luciferase reporter, 4 h. inhibition, % at 10 µM. 0.98% of 360,000 active. AID 1347056;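 active = compounds whose plate-normalised and pattern-corrected inhibition of the luciferase reporter signal at the single screening dose is 50% or more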
NCOA3 inh: inhibitors of human steroid receptor coactivator 3 (SRC3); 0.17% of 360,000 active; inhibition, % at 3.6 µM; Q9Y6Q9; HEK293 GAL4-SRC3 luciferase reporter, luminescence;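 active = inhibition above a per-campaign cutoff, the mean of all compounds plus 3 SD, cut at about 60% in these data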;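 note: 0% = DMSO-treated cells and 100% = gossypol-treated cells at 36 µM; higher means less SRC3-driven luciferase light from the GAL4 reporter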
CF NFkB inh: inhibitors of cystic fibrosis induced NF-kB | inhibition, % at 5 µM | AID 588850 | 0.86% of 360,000 active | KKLEB NF-kB-GFP reporter, PAF-induced, GFP fluorescence overnight;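 active = at least 50% inhibition at 5 µM, scaled per plate between neutral and stimulator controls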;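 note: PAF is a Pseudomonas aeruginosa culture filtrate used as stimulus; plate controls were PAF-stimulated DMSO wells for no effect and unstimulated DMSO wells for full effect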
SRC1 inh: inhibitors of human steroid receptor coactivator 1 (SRC1) | Q15788 | HEK293 GAL4-SRC1 luciferase reporter, luminescence | inhibition, % at 3.6 µM | 0.12% of 360,000 active;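 active = inhibition above the campaign mean plus 3 SD, with each screening campaign given its own cutoff, cut at about 60% in these data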;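 note: 0% = DMSO treated cells and 100% = gossypol at 36 µM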
NR2F2 inh: NR2F2 (human) inhibition, primary screen. HEK293T NGFI-A luciferase reporter, luminescence. inhibition, % at 8.6 µM. P24468. AID 686940. 0.7% of 370,000 active;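 active = inhibition above a per-plate cutoff, mean inhibition of test wells between control levels plus 3 SD, cut at about 38% in these data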;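 note: cells cotransfected with COUP-TFII expression vector driving the NGFI-A reporter; 0% = median of COUP-TF2 test wells and 100% = reporter-only cells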
Target sequence (P24468 whole entry, looked up): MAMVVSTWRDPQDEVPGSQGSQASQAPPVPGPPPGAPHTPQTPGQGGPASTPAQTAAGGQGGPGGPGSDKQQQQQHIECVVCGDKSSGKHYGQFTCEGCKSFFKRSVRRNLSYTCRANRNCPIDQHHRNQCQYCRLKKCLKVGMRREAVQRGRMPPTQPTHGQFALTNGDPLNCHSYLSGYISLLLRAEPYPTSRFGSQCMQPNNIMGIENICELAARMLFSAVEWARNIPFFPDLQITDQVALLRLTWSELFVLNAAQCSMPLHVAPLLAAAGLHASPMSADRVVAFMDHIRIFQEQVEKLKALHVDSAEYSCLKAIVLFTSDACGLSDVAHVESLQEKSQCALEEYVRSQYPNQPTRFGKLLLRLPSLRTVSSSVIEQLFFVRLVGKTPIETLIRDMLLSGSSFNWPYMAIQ
NR5A2 inv ag: suppresses constitutive activity of human LRH-1 | O00482 | HEK293T StAR-luciferase reporter, LRH-1 transfected, 24 h | inhibition, % at 3.6 µM | 0.13% of 360,000 active | AID 602396;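 active = inhibition above the mean inhibition of all tested compounds plus 3 SD, cut at about 73% in these data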;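 note: 0% = DMSO wells and 100% = reporter-only cells lacking LRH-1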
Target sequence (O00482 whole entry, looked up): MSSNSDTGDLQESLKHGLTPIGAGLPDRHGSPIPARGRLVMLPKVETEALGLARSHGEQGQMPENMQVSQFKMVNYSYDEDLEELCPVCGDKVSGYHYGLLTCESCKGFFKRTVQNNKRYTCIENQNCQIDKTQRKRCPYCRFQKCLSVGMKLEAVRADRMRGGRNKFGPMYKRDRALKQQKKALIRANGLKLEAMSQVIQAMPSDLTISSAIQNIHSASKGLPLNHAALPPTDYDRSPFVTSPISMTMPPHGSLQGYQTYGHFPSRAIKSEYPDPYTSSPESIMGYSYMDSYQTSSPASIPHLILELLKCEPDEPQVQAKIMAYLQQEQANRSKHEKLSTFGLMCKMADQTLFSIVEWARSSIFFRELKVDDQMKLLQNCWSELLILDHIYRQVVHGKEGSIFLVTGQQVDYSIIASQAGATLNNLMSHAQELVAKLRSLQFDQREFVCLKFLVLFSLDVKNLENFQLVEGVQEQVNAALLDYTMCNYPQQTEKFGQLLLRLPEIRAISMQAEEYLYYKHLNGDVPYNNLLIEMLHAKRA
EBV LMP1 NFkB: inhibitors of Epstein-Barr LMP1-induced NF-kappaB reporter. LMP1-induced NF-kappaB luciferase reporter cells, luminescence. 0.69% of 350,000 active. inhibition, % at 12.5 µM; in the data active = inhibition above about 41%;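 note: 0% = neutral control wells and 100% = reference inhibitor control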
TRAIL sens C8: sensitizes caspase-8 expressing cells to TRAIL | NB7+C8 cells + TRAIL, ATPlite viability luminescence | inhibition (viability loss, TRAIL sensitization), % at 10 µM | 1% of 360,000 active;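 active = compounds causing at least 50% loss of cell viability in the single-dose screen, relative to plate controls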
KKLEB tox: CF airway cell cytotoxicity counter-screen; KKLEB CF airway cells viability, ATPlite luminescence, overnight; active compounds read low; cells stimulated with P. aeruginosa culture filtrate; activity change (cytotoxicity), % at 5 µM; 0.36% of 360,000 active; AID 602141;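 active = corrected activity change at or below -50% at 5 µM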
TWEAK-Fn14 inh: inhibitors of TWEAK-Fn14 interaction signaling | TWEAK-stimulated Fn14 reporter cells, luciferase luminescence, 8 h | inhibition, % at 10 µM | 2% of 360,000 active | AID 1159606; in the data active = inhibition above about 50%
* hit, by the source's call; . = not tested or not shown; & = joins results of further samples.

#	molecule	SRC2 inh	TROY signal inh	NCOA3 inh	CF NFkB inh	SRC1 inh	NR2F2 inh
1	Cn1c(=O)oc2cc(S(=O)(=O)N3CCN(c4ccccc4)CC3)ccc21	-4	-6	-3	8	-6	-3
2	CN(C(=O)/C=C/c1ccc2c(c1)OCO2)c1ccccc1	-36	-22	-33	-20	-37	-22
3	CC1CCCCN1S(=O)(=O)c1ccc(C(=O)Nc2nnc(-c3cccs3)o2)cc1 (stereo unspecified)	16	-1	19	9	13	18
4	CC(C)N(Cc1nc(-c2ccccc2)no1)C(=O)Cc1ccccc1	12	-16	9	7	6	10
5	Cc1ccc(NC(=O)CSc2nnc3n2CCCCC3)cc1	-2	-13	14	-43	9	-2
6	O=C(O)/C(=C\c1cccs1)c1ccc(F)cc1	14	0	7	1	-5	-20
7	COC(=O)C(C)N(c1ccc(OC)cc1)S(C)(=O)=O (stereo unspecified)	7	-5	15	-4	3	9
8	O=C(COC(=O)C1=NN(c2ccccc2)C(=O)CC1)Nc1ccc([N+](=O)[O-])cc1C(F)(F)F	-18	6	-11	25	-12	14
9	CCC(C)NCCOCCOc1ccc(Cl)c2ccccc12 (stereo unspecified)	-6	-51	20	29	2	11
10	O=C(CN1C(=O)NC2(CCOc3ccccc32)C1=O)c1ccc(Cl)cc1 (stereo unspecified)	2	-9	11	21	2	4
11	O=C(O)C1OC(C(=O)O)C2C1C(F)(F)C2(F)F (stereo unspecified)	-23	-31	8	14	-14	-9
12	N/C(=N\OC(=O)/C=C/c1ccccc1)c1ccc(Cl)cc1	-7	-53	3	-5	-9	6
13	COc1cccc(NC(=O)CC2C(=O)NC3CCCCC3N2C(=O)c2ccc(F)cc2)c1 (stereo unspecified)	-22	0	10	-7	-34	-14
14	CC(O)c1nc2ccccc2n1CCCc1ccccc1 (stereo unspecified)	7	0	5	-16	5	10
15	NC(=O)CC(NC(=O)c1cccc(Br)c1)c1ccc(N2CCN(c3ccc(F)cc3)CC2)c([N+](=O)[O-])c1 (stereo unspecified)	-21	8	-7	-1	-1	0

#	NR5A2 inv ag	EBV LMP1 NFkB	TRAIL sens C8	KKLEB tox	TWEAK-Fn14 inh
1	7	0	13	-13	5
2	-14	-24	-1	13	-10
3	25	26	20	-4	3
4	13	-7	0	-13	-11
5	-17	-4	3	7	24
6	17	1	-9	0	6
7	2	8	2	-4	3
8	12	-5	-13	-3	6
9	8	-14	2	-32	-35
10	12	-13	4	0	9
11	12	-1	-6	-10	0
12	-7	-17	10	4	-32
13	-13	7	-3	3	2
14	12	-18	5	8	9
15	-3	38	9	-6	24

Following part.
#	molecule	SRC2 inh	TROY signal inh	NCOA3 inh	CF NFkB inh	SRC1 inh	NR2F2 inh
16	C[n+]1ccccc1/C=N/O	5&16	13&1	0&-32	13&-3	6&-7	-1&5
17	CC(=O)Oc1ccc(/C=C2/SC(=S)N(Cc3ccccc3)C2=O)cc1	4	-31	-11	8	15	2
18	COc1ccccc1CNC(=O)C1CCCN(c2cnccn2)C1 (stereo unspecified)	11	-12	13	-6	-4	-6
19	COc1ccc(N2CC(NC(=O)NCCC(C)C)CC2=O)cc1 (stereo unspecified)	-15	-10	21	-5	11	-4
20	COc1ccc(CN(C)C(=O)Cc2ccc(S(=O)(=O)N3CCOCC3)s2)cc1OC	-18	-6	13	-4	5	11
21	CC(=NOC(=O)c1ccc(F)cc1)c1nccs1	-14	-41	-13	-11	-18	7
22	Cc1cc(NC(=O)CSc2ccc(-c3cccc([N+](=O)[O-])c3)nn2)no1	7	-15	-14	-16	7	0
23	CCCn1nc2cc(C(=O)NC3CCc4ccccc43)ccc2c1OCC (stereo unspecified)	-21	-17	-7	3	-4	0
24	O=Cc1cc(OCc2ccccc2)ccc1[B-](F)(F)F	-6	-8	-3	-5	6	-17
25	CCCN1CCc2nc(SCC(=O)Nc3ccc(C)c(Cl)c3)[nH]c(=O)c2C1	-6	3	7	0	10	-2
26	NC(=O)c1cc2ccccc2o/c1=N\NC(=O)c1ccco1	-10	-62	-10	-28	2	-2
27	COc1ccccc1NC(=O)c1ccc(NC(=O)CSc2nc(N)cc(=O)[nH]2)cc1	-1	-5	9	15	-11	-3
28	CC1(C(=O)NCc2ccccc2)CCC(=O)N1CCc1c[nH]c2ccccc12 (stereo unspecified)	3	15	14	-3	1	18
29	COC(=O)[C@@]1(Cc2ccc(F)cc2)[C@H]2c3cc(C(=O)N4CCCC4)n(CCc4c[nH]c5ccccc45)c3C[C@H]2CN1C(=O)c1ccccc1	-54	5	.	.	.	-2
30	C/C(N)=C(/C#N)C(=O)COC(=O)CNS(=O)(=O)c1ccc(C)cc1	-30	18	21	16	0	14

#	NR5A2 inv ag	EBV LMP1 NFkB	TRAIL sens C8	KKLEB tox	TWEAK-Fn14 inh
16	-2&15	-7&1	16&-4	13&7	9&-8
17	7	-17	-7	0	17
18	-3	-12	-28	-2	-13
19	8	5	-7	8	27
20	8	2	-5	-1	-24
21	2	.	-24	11	2
22	13	3	-12	11	-15
23	-7	3	-3	-5	-19
24	16	55*	7	-4	2
25	-4	-12	-2	8	-14
26	16	10	-5	-8	4
27	2	-4	7	16	1
28	7	.	8	14	-1
29	2	.	9	.	25
30	8	7	-3	-8	-6

Some of the entries above, reformatted.
3: CC1CCCCN1S(=O)(=O)c1ccc(C(=O)Nc2nnc(-c3cccs3)o2)cc1 (stereo unspecified)
4: CC(C)N(Cc1nc(-c2ccccc2)no1)C(=O)Cc1ccccc1

Screen / compound no.	3	4
SRC2 inh	16	12
TROY signal inh	-1	-16
NCOA3 inh	19	9
CF NFkB inh	9	7
SRC1 inh	13	6
NR2F2 inh	18	10
NR5A2 inv ag	25	13
EBV LMP1 NFkB	26	-7
TRAIL sens C8	20	0
KKLEB tox	-4	-13
TWEAK-Fn14 inh	3	-11

Next section:
#	molecule	SRC2 inh	TROY signal inh	NCOA3 inh	CF NFkB inh	SRC1 inh	NR2F2 inh
31	O=C(O)c1cccnc1Cl	-49	12	5	-20	-11	18
32	Cc1ccc2c(c1)CCCN2C(=O)NC1CCCCC1	-23	-11	-14	10	10	-8
33	N#Cc1ccccc1NC(=O)COC(=O)CSc1nc2ccccc2o1	21	-24	2	13	-7	-12
34	CCCC(=O)N/N=C1\CS(=O)(=O)N(C)c2ccsc21	-12	-33	-6	-4	12	-14
35	COc1ccc(C(CC(=O)O)NC(=O)c2ccco2)cc1 (stereo unspecified)	-21	11	13	-19	-4	-1
36	O=C1CC(c2ccccc2)=NN1c1nc(-c2ccccc2)cs1	2	35	5	4	13	13
37	OCC[C@H]1C[C@@H](O)[C@H](O)[C@]2(Cc3ccccc3CCO2)O1	-5	-1	-3	18	4	-5
38	CNC(=O)CN1C(=O)NC2(CCc3ccccc32)C1=O (stereo unspecified)	-5	-11	-3	-10	-2	1
39	COc1ccc(-c2csc(CCN3N=C(C)CC3=O)n2)cc1	4	18	6	-30	-4	20
40	COc1ccccc1/C=C1\SC(=O)N(CC(=O)NCCCn2ccnc2)C1=O	4	3	0	-1	-46	-2
41	CC(C)c1ccc(NC(=O)C2CCN(c3ncnc4c3nc3n4CCCCC3)CC2)cc1	8	29	-19	34	-10	0
42	Cc1ccc(Cn2nc(C)c(/C=N/NC(=O)c3cccnc3)c2C)cc1	8	17	-7	-19	5	-20
43	CCN1C(=O)c2ccc(C(=O)NCc3ccc4c(c3)OCO4)cc2C1=O	-21	-21	6	-9	-12	-3
44	CCC(c1nnnn1Cc1ccc(F)cc1)N1CCN(C)CC1 (stereo unspecified)	13	3	25	-8	1	26
45	O=C(CSc1nc2ccccc2s1)N1CCCCC1	-70	-42	-46	-5	-83	-22

#	NR5A2 inv ag	EBV LMP1 NFkB	TRAIL sens C8	KKLEB tox	TWEAK-Fn14 inh
31	6	-3	3	22	-5
32	-11	2	3	4	1
33	14	-17	-6	2	-18
34	-9	-11	7	2	6
35	9	-2	-4	2	-7
36	-9	-3	-5	-28	-9
37	9	5	-18	2	-15
38	0	2	-3	-9	6
39	9	-7	6	-1	3
40	-1	1	4	-7	-20
41	-15	7	14	-23	-19
42	15	2	-3	6	4
43	-17	-22	12	-8	-6
44	20	-1	-6	26	-5
45	-59	-30	-7	18	-6

Records listed so far that bear a hit mark in EBV LMP1 NFkB.
| nr | Structure | SRC2 inh | NCOA3 inh | CF NFkB inh | SRC1 inh | NR2F2 inh | NR5A2 inv ag | EBV LMP1 NFkB | TWEAK-Fn14 inh |
| --- | --- | --- | --- | --- | --- | --- | --- | --- | --- |
| 24 | O=Cc1cc(OCc2ccccc2)ccc1[B-](F)(F)F | -6 | -3 | -5 | 6 | -17 | 16 | 55* | 2 |

(further entries)
#	molecule	SRC2 inh	TROY signal inh	NCOA3 inh	CF NFkB inh	SRC1 inh	NR2F2 inh
46	CCOc1ccc(-c2c(C(=O)N/N=C/C3CC=CCC3)nnn2-c2nonc2N)cc1 (stereo unspecified)	15	-8	3	-27	-3	-12
47	CCC(C)c1ccccc1NC(=O)C(C)OC(=O)CN1C(=O)NC(C)(C)C1=O (stereo unspecified)	16	-13	13	-9	-19	-19
48	O=C(OCc1ccc(Br)cc1)c1cnc(Cl)c(Cl)c1	-19	6	-4	1	-10	-12
49	Cc1cccc(N=Nc2c(O)[nH]c3ccc(Br)cc23)c1	-42	-33	-47	-13	-36	-18
50	Fc1ccc2cnc(-c3ccccc3)c(-c3cc(C(F)(F)F)cc(C(F)(F)F)c3)c2c1	-17	-16	18	-15	3	-4
51	COc1cc(OC)cc(-c2cc3ncccc3cn2)c1	-19	-37	-30	-7	-46	-27

#	NR5A2 inv ag	EBV LMP1 NFkB	TRAIL sens C8	KKLEB tox	TWEAK-Fn14 inh
46	-2	-4	-9	11	-3
47	-1	-7	-1	-4	1
48	-11	-10	9	-1	-1
49	-9	-24	2	29	-6
50	12	5	1	17	-6
51	11	1	-18	-16	-24
